Bioassay records as filed in PubChem.
thrombin 1536 = human alpha-thrombin inhibitors, primary screen, counter-screen for coagulation protease inhibitor project, biochemical, 1536-well, fluorogenic AMC substrate | actives 0.26% (n = 220,000) | Prothrombin (Homo sapiens), P00734 | Boc-VPR-AMC fluorogenic substrate cleavage | inhibition, % at 5 µM;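 active means inhibition at or above 40%; inactive means inhibition below 40%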;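 further: 0% = enzyme with no compound and 100% = wells without enzyme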
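Material: human alpha-thrombin enzyme / Medium: pH 7.5 Tris (50 mM) with NaCl 150 mM, Tween 20 0.05% / Compound: single-point dosing at 5 µM, 0.2% DMSO / Incubation: enzyme reaction carried out at room temperature / Detection: AMC fluorescence, 355/460 nm / Read-out basis: percent inhibition scaled between no-compound controls and no-enzyme blanks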
PERK inhibitor = block of dimerizer-induced PERK translation repression, primary screen, PERK inhibitor project, CHO PERK-DD cells, SEAP luminescence, HTS | Eukaryotic translation initiation factor 2-alpha kinase 3 (Homo sapiens), Q9NZJ5 | CHO PERK-DD fusion, SEAP luminescence translation reporter | inhibition, % at 5.6 µM | actives 0.17% (n = 220,000);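 active means inhibition above the mean inhibition of all tested compounds plus 3 SD, set separately per screening campaign, cut at about 2.9% in these data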;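 further: PERK kinase domain activated by AP20187 dimerizer at 100 nM; 0% = DMSO with dimerizer and 100% = rapamycin at 8.4 µM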
FXIa inh = human FXIa protease inhibitors, primary screen, biochemical, 1536-well. Coagulation factor XI (Homo sapiens), P03951. purified FXIa, Boc-Glu-Ala-Arg-AMC fluorogenic substrate. inhibition, % at 5 µM. actives 0.14% (n = 220,000). AID 798, 2007;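 active means inhibition of at least 40%; inactive means inhibition below 40%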;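 further: fluorescence of freed AMC excited at 355 nm; 0% = enzyme without compound and 100% = no enzyme blank; many of its hits are not listed in these tables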
Furin inh = human furin inhibitors, primary screen, biochemical, fluorescence intensity; P09958; purified furin, fluorogenic substrate cleavage; inhibition, % at 30 µM; actives 0.061% (n = 220,000); in the data active means inhibition above about 25%; further: inactives centre near -15
Wee1 degr inh = Wee1 degradation inhibitors, primary screen, cell-based, HeLa, Wee1K328M-luciferase, luminescence | HeLa Luc-Wee1K328M stability; 100% = proteasome inhibitor MG132 effect | reporter increase, % at 5 µM | AID 1321, 2008 | actives 1.2% (n = 220,000);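 active means activation above the mean of all tested compounds plus 3 SD, set per screening run, cut at about 8.8% in these data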;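 further: cells exposed to compound for 20 h before luminescence read; 0% = DMSO alone and 100% = MG132 at 30 µM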
Target sequence (P30291 whole entry K328M): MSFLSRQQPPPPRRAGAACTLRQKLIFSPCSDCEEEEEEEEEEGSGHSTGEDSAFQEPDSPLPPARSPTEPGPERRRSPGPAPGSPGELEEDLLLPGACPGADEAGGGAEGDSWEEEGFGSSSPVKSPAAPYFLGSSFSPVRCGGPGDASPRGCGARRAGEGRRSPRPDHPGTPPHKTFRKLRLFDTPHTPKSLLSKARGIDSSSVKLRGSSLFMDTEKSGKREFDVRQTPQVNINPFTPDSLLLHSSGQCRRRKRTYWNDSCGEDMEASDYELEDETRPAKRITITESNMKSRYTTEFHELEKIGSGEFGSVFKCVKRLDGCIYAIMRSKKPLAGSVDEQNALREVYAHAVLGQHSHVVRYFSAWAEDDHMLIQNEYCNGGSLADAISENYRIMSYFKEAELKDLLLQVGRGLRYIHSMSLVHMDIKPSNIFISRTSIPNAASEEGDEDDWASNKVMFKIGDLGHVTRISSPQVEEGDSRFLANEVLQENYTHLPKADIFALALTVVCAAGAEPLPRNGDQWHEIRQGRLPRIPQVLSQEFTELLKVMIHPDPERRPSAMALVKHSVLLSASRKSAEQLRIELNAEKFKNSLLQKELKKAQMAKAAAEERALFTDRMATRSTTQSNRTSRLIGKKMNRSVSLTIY
FXIIa inh 1536 = human FXIIa protease inhibitors, primary screen, biochemical, 1536-well | Coagulation factor XII (Homo sapiens), P00748 | inhibition, % at 5 µM | actives 0.3% (n = 220,000) | AID 800, 2007 | purified FXIIa, Boc-QGR-AMC fluorogenic substrate, 2 h; in the data active means inhibition above about 40%;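 further: 0% = enzyme with no compound and 100% = blank without enzyme; many of its hits are not listed in these tables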
Cl transport mod = KCC2 cotransporter modulators, thallium flux, primary screen, cell-based, HEK293 KCC2, FluoZin-2 fluorescence, MLSMR | Solute carrier family 12 member 5 (Homo sapiens), Q9H2X9 | actives 2.2% (n = 190,000) | B-score of Tl+ flux slope (higher = more flux/activation; lower = inhibition) at 10 µM | AID 1456, 2008 | KCC2 cells, thallium flux FluoZin-2 fluorescence;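 active means thallium flux slope and its plate-corrected score both differing from the plate sample mean at a set confidence after two filtering rounds, in either direction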;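 further: slope of fluorescence scaled to starting intensity during 10 to 20 s after thallium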
hK5 inh = human KLK5 protease inhibitors, primary screen, biochemical, 1536-well. Kallikrein-5 (Homo sapiens), Q9Y337. recombinant hK5, fluorogenic AMC substrate cleavage. inhibition, % at 5 µM. actives 0.59% (n = 210,000);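 active means inhibition of 40% or more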;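 further: 0% = enzyme controls without compound and 100% = no-enzyme blanks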
Target sequence (Q9Y337 67-293 limits assumed): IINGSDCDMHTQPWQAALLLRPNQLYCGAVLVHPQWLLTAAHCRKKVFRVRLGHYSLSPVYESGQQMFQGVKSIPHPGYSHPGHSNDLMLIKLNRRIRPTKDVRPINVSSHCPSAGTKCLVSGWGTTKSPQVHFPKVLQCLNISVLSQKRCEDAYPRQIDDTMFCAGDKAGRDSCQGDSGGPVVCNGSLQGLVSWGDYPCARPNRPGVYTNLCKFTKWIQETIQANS
p97 inhibitor = inhibitors of human p97 ATPase, primary screen, biochemical. actives 0.42% (n = 220,000). recombinant p97 ATPase, Kinase-Glo ATP luminescence, 3 h. inhibition, % at 8 µM; in the data active means inhibition above about 15%;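 further: 0% = DMSO vehicle and 100% = wells lacking enzyme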
* hit, by the source's call; · = not tested or not shown; [ ] = dose if it differs, or a comment.

Order of values: hK5 inh	Cl transport mod	p97 inhibitor	thrombin 1536	FXIIa inh 1536	FXIa inh	PERK inhibitor	Furin inh	Wee1 degr inh
> O=C(Cn1cc(SCc2ccc(F)cc2)c2ccccc21)N1CCOCC1
    5	-0.032	1	-10	7	3	0.1	-20	-2
> Cc1ccc2nc(NC(=O)CSc3nc4ccccc4o3)sc2c1
    -26	0.56	0	13	-5	-5	0.6	-12[20 µM]	-1
> O=C(NC(=S)N1CCN(C/C=C/c2ccccc2)CC1)c1c(F)cccc1F
    -19	6.8*	1	-9	13	4	-0.4	-23	-2
> O=C(NCCN1CCOCC1)C1CCN(c2nc3ccccc3o2)CC1
    -1	·	5	-2	14	4	0.6	-24	-2
> O=C(COc1ccc([N+](=O)[O-])cc1)Nc1cccnc1
    0	-0.055	2	-9	3	0	0.2	-14	-1
> c1ccc2c(c1)oc1c(NCCN3CCOCC3)ncnc12
    -19	·	3	-2	10	3	-0.1	-19	4
> CCOCC(=O)Nc1cc([N+](=O)[O-])ccc1OC
    6	-0.076	0	-1	10	5	-0.1	-11	-2
> Cc1cccc(N2CC(O)(c3cccs3)[N+]3=C2CCCC3)c1 (centres undefined)
    -3	0.29	-3	-7	·	-5	-0.1	-25	0
> COc1cccc(C(=O)C2CCCN(Cc3cccn3-c3ccccn3)C2)c1 (centres undefined)
    -6	1.1	1	4	4	-3	0.8	-18	5
> O=c1cc(-c2ccc3c(c2)OCCO3)oc2ccc(Cl)cc12
    -11	-0.94	0	-5	-3	4	0.6	-22	2
> COC(=O)c1c(NC(C)=O)sc(C(=O)Nc2ccccc2OC)c1C
    4	-0.99	0	0	10	1	-0.5	-26	-2
> COc1ccccc1CNC(=O)c1ccc(OCC2CCCO2)cc1 (centres undefined)
    31	2	-7	16	16	11	-0.5	-11	2
> CSc1ccc(-c2cccc([N+](=O)[O-])c2)nn1
    -6	0.57	0	1	7	-1	0.5	-15	-1
> COCCCNC(=O)Cn1c(=O)n(Cc2ccccc2Cl)c(=O)c2cc(OC)c(OC)cc21
    3	0.015	5	-4	6	-1	0.6	-17	4
> CC(=O)c1nn(-c2cccc(Br)c2)cc1C(=O)c1ccc(Cl)cc1
    -16	-0.051	4	-9	4	0	0.0	-17	1
> Cn1c(=O)n(CCc2ccccc2)c(=O)c2c1nc1n2CCCN1c1ccccc1
    -10	1.3	1	-1	11	7	0.0	-21[20 µM]	-1
> Cn1ccc(=S)c2ccccc21
    20	0.36	3	-8	4	-3	0.9	-15	-4
> COc1ccc(OC)c(C(c2nnnn2CC2CCCO2)N2CCN(C3CCCC3)CC2)c1 (centres undefined)
    -29	·	3	2	21	19	0.6	-25	1
> COc1ccc(C)cc1NC(=O)c1cnc2scc(C)n2c1=O
    -99	0.067	-1	-10	-3	-10	1.0	-13	-4
> CC(=O)N1CCC(=NNc2ccnc3cc(Cl)ccc23)CC1
    10	·	13	-9	0	-3	1.1	-12	-2
> COC(=O)C1=C(C)N(c2ccc(S(N)(=O)=O)cc2)C(=O)C1
    2	0.79	-1	1	15	3	-0.6	-23[20 µM]	1
> CN(c1ccc(OCC(=O)OCC(=O)Nc2ccccc2)cc1)S(=O)(=O)c1cccs1
    -15	-0.64	4	-1	14	6	1.3	-28	1
> COc1ccc(/C(O)=C2/C(=O)C(=O)N(CCCN(C)C)C2c2ccccc2)cc1Cl (centres undefined)
    -19	-0.047	-3	-11	4	-4	0.6	1	-1
> CCC(Sc1ccc2nnc(-c3ccc(OC)c(OC)c3)n2n1)C(=O)O (centres undefined)
    -30	-0.19	2	-2	9	-12	0.6	-20	-1
> CCCn1c(SCC(=O)N2c3ccccc3CCc3ccccc32)nc2c1c(=O)n(C)c(=O)n2C
    0	·	-2	1	14	-24	-0.3	-23	4
> Cc1cccc(-n2ncc(C#N)c2-n2cccc2)c1
    3	0.011	1	-3	10	-2	1.7	-17	2
> O=C(c1ccccc1)N1CCN(c2ccc(Cl)cc2)CC1
    -11	·	-6	3	17	5	-1.3	-20	0
> O=C(c1ccc(Br)s1)N1CCCC1
    0	0.011	6	5	32	18	-0.2	-20[20 µM]	0
> O=C(COC(=O)CCC(=O)c1cccs1)NCc1ccco1
    -3	-0.32	4	6	14	1	0.3	-17[20 µM]	0
> Cn1cnnc1Sc1cc(N2CCN(S(=O)(=O)c3ccc4ccccc4c3)CC2)ccc1[N+](=O)[O-]
    15	-0.62	11	-4	7	5	-0.6	-4	-1
> COc1ccc(S(=O)(=O)N(C)CC(=O)N2CCOCC2)cc1
    0	0.12	-5	-4	0	-8	1.0	-21[20 µM]	-2
> O=C(c1cc2ccccc2o1)n1nnc2ccccc21
    16	0.21	0	3	18	4	0.0	-26	-3
> COC(=O)c1ccc(Nc2cc(C)nc3ccc(C)cc23)cc1
    -7	·	-4	-5	2	-3	-0.9	14	0
> O=C1N(c2ccc(Cl)cc2)C(c2ccccc2)N2CCCN12 (centres undefined)
    2	0.32	-3	-2	-18	-3	0.9	-3	-2
> O=C(O)c1cccc(Cn2c(Cl)c(/C=N/Nc3ccccc3)sc2=O)c1
    -6	-2.4	6	4	2	-4	1.8	-20	-3
> Cc1cc(O)c(NC(=S)NC(=O)c2ccc(-c3ccc(Cl)cc3)o2)cc1C
    -20	·	9	-2	8	-5	1.0	-4[20 µM]	0
> CCOC(=O)Cc1csc(NC(=O)CCC(=O)O)n1
    0	·	10	-2	5	1	0.6	-22	-3
> Cc1ccc(NC(=O)Nc2nnc(CSCCOc3ccc(Cl)cc3)s2)cc1
    -5	0.75	3	0	7	7	1.0	-14	0
> O=C(NCCCn1ccnc1)c1cn(Cc2ccc(F)cc2)nn1
    -3	0.2	1	-4	9	9	1.5	-22	-2
> O=C(Nc1cnc2ccccc2c1)C1COc2ccccc2O1 (centres undefined)
    5	-0.75	1	5	8	11	0.7	-28	8
> COc1ccc(-c2n[nH]c(C)c2-c2cnn(-c3ccccc3)c2)c(O)c1
    1	0.18	2	2	31	22	0.0	-16[20 µM]	0
> O=C(CSc1nnc(CCc2ccccc2)n1-c1ccc(Cl)cc1)c1ccccc1
    -7	-0.25	-1	-12	-1	-6	-0.7	-8	2
> CCCN1/C(=C2/SC(=S)N(CC)C2=O)C=Cc2ccccc21
    2	-0.12	-7	1	16	5	-0.5	-9[20 µM]	1
> CC(NC(=O)c1cn(C(C)c2ccccc2F)nn1)c1ccncc1 (centres undefined)
    -4	0.17	4	7	7	0	-0.5	-19	2
> COc1ccccc1NC(=O)N1CCCC(C(=O)Nc2cccc(C)c2C)C1 (centres undefined)
    -13	-0.57	10	1	26	11	0.9	-19	0
> CCCCSC1=C(C#N)C(c2ccccc2C)C(C(=O)OCC)C(=O)N1 (centres undefined)
    -6	-1.8	3	-4	9	-1	-1.1	-17	-2
> O=C(O)C1Cc2ccccc2CN1S(=O)(=O)/C=C/c1ccccc1 (centres undefined)
    0	-0.03	1	-2	2	-4	-0.3	-7	4
> CCOC(=O)/C(C#N)=C1/CCCCCN1C
    -7	0.43	-8	-4	2	7	-0.8	-2	2
> CCOC(=O)c1sc(NC(=O)CSc2nnc(-c3ccco3)o2)c(C(=O)OCC)c1C
    9	-0.52	3	3	-4	2	0.2	-25[20 µM]	-1
> COC(=O)Cc1csc(Nc2ccc(Cl)cc2)n1
    -11	0.02	2	-3	8	14	0.6	-17	-1
> Cc1ccccc1OCCCCc1c(C)n[nH]c1C
    13	·	-3	0	11	-4	-0.1	0	10*
> COCc1c(C#N)c(NCc2cc(OC)c(OC)c(OC)c2)nc(C)c1[N+](=O)[O-]
    2	-0.62	-2	-3	7	0	-1.5	0	0
> CCCCOC(=O)Nc1ccc(N2CCOCC2)cc1
    -7	0.057	-1	0	15	6	1.9	-18[20 µM]	2
> O=C(CC1SC(=Nc2ccc(OC(F)F)cc2)N(CCN2CCOCC2)C1=O)Nc1ccccc1 (centres undefined)
    -3	·	-4	-6	4	-4	-0.3	-16	0
> Cc1cccc(C)c1NC(=O)CNC(=O)C(NC(=O)c1ccc(C(C)(C)C)cc1)C(C)C (centres undefined)
    11	0.12	1	-12	10	0	1.0	-20	-1
> Cc1cccc(NC(=O)C2CCCN2S(=O)(=O)c2ccc(F)cc2)c1C (centres undefined)
    6	0.46	1	2	12	-9	-0.9	-20	-2
> COCC(=O)n1cc(C(=O)OC)c2ccccc21
    -7	-0.11	0	-4	8	3	1.2	-11[20 µM]	-2
> c1ccc(C2CCC(N3CCNCC3)CC2)cc1 (centres undefined)
    32	0.38	-8	25	5	0	-0.4	4	-2
> C=CCn1c(C)cc(C(=O)COC(=O)/C=C/c2ccc(OC)cc2)c1C
    3	0.14	3	-1	13	5	0.1	-26	-1
> COc1ccc(C(=O)Nc2ccc(CN3CCOCC3)cc2)cc1
    7	0.26	1	3	20	7	1.0	-19[20 µM]	-1

Carrying on:
Order of values: hK5 inh	Cl transport mod	p97 inhibitor	thrombin 1536	FXIIa inh 1536	FXIa inh	PERK inhibitor	Furin inh	Wee1 degr inh
> CCOC(=O)c1c(NC(=O)c2ccc(C)cc2)sc2c1CC(C)(C)NC2(C)C
    -1	0.42	1	-2	6	1	1.0	-29	-2
> COc1ccc(OC)c(N(CC(=O)Nc2ccccc2)S(C)(=O)=O)c1
    2	0.83	-3	0	5	-1	-0.6	-16	-1
> O=C1OCCC1Sc1nnc(-c2ccccc2Cl)n1Cc1ccccc1 (centres undefined)
    -21	-1.1	4	-1	12	9	0.7	-19	2
> COc1cccc(NC(=O)CSc2nnc(-c3ccoc3C)n2-c2ccccc2)c1
    -6	-0.81	2	3	19	4	-1.0	-15[20 µM]	-3
> C=CCSC1=Nc2sccc2C2=NC(=O)CN12
    -15	0.11	0	-1	-4	-5	0.3	-9[20 µM]	0
> CCCCC1CCC(C(=O)OCC(=O)Nc2ccc(S(N)(=O)=O)cc2)CC1 (centres undefined)
    -17	1.2	6	-8	6	7	1.9	-13	3
> O=c1c2cc(N3CCOCC3)ccc2[nH]c(=S)n1CCc1ccccc1
    ·	1.1	2	-3	10	1	2.5	-31	-3
> Cc1ccc(Sc2ccc(/C=C3/C(=O)NN(c4ccccc4)C3=O)o2)cc1
    12	-0.42	10	2	14	2	1.7	-14	2

Single records (already shown). Values in the order: hK5 inh | Cl transport mod | p97 inhibitor | thrombin 1536 | FXIIa inh 1536 | FXIa inh | PERK inhibitor | Furin inh | Wee1 degr inh
Shown for Cc1ccccc1OCCCCc1c(C)n[nH]c1C → 13 | · | -3 | 0 | 11 | -4 | -0.1 | 0 | 10*
Shown for O=C(CC1SC(=Nc2ccc(OC(F)F)cc2)N(CCN2CCOCC2)C1=O)Nc1ccccc1 (centres undefined) → -3 | · | -4 | -6 | 4 | -4 | -0.3 | -16 | 0
Shown for CCOC(=O)/C(C#N)=C1/CCCCCN1C → -7 | 0.43 | -8 | -4 | 2 | 7 | -0.8 | -2 | 2
